Shn3 3UTR inh – reduces Shn3 3'UTR luciferase signal in osteoblasts; Clone20 osteoblast Shn3 3'UTR firefly luciferase, 24 h; inhibition, % at 12.5 µM; 360,000 compounds, 0.52% hits; AID 588674;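 active = mean inhibition of at least 75% with every replicate also reaching 75%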;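 note: 0% = median of neutral control wells and 100% = pilot-screen positive control compound; some compounds past the cut are filed as inactive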
TRAIL sens C8 – sensitizes caspase-8 expressing cells to TRAIL; NB7+C8 cells + TRAIL, ATPlite viability luminescence; inhibition (viability loss, TRAIL sensitization), % at 10 µM; 360,000 compounds, 1% hits; AID 624354;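 active = compounds causing at least 50% loss of cell viability in the single-dose screen, relative to plate controls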
NR2E3 ag-1 – activates human NR2E3 receptor; CHO-S Gal4-NCOR/VP16-NR2E3 two-hybrid, luciferase; Q9Y5X4; 360,000 compounds, 0.35% hits; AID 602229; inhibition of corepressor binding, % at 3.98 µM;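 active = inhibition above the mean of all tested compounds plus 3 SD, cut at about 70% in these data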;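 note: 0% = DMSO with NR2E3 transfected cells and 100% = cells lacking NR2E3 construct; higher means lower luciferase signal from less NR2E3 corepressor binding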
Target sequence (Q9Y5X4 whole entry, looked up, the tested form may be a part): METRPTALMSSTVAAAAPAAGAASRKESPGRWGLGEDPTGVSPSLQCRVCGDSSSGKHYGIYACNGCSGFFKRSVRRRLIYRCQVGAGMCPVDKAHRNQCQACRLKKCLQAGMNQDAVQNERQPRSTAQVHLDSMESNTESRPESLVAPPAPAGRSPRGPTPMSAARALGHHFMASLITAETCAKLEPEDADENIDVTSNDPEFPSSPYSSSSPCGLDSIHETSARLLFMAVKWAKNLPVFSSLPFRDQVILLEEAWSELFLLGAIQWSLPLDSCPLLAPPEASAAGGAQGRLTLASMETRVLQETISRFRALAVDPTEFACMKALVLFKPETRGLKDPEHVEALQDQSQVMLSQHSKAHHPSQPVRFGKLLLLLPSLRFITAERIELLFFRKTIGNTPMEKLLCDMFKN
NR2E3 ag-2 – agonists of human nuclear receptor NR2E3 | inhibition of corepressor binding, % at 4.78 µM | 320,000 compounds, 0.12% hits | AID 2300 | GST-NR2E3/biotin-RetCOR TR-FRET, 1536-well;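 active = percent inhibition above the cutoff of mean plus 3 SD of all tested compounds, set per screening campaign, cut at about 20% in these data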;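 note: 0% = DMSO wells and 100% = biotin wells as full block of FRET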
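Assay system: NR2E3–RetCOR corepressor complex. Quantity: 1.35 nM GST-NR2E3. Buffer or medium: pH 7.5 Tris-based buffer. Reagent: biotinylated RetCOR corepressor at 7 nM final. Schedule: 5 h at 4 °C. Detection: TR-FRET, emission read at 617 and 671 nm. Replicates: one well per compound, singlicate testing.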
Peg3 prom inh – inhibitors of Peg3 promoter; HeLa PEG-Prom luciferase reporter, luminescence, overnight; inhibition, % at 20 µM; 360,000 compounds, 1.7% hits;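 active = inhibition of at least 50% at 20 µM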
MITF TRPM1 inh – MITF TRPM1 promoter inhibition in SK-MEL-5 cells | AID 488899 | SK-MEL-5 TRPM1 promoter luciferase, 24 h | inhibition, % at 12.5 µM | 330,000 compounds, 0.83% hits;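 active = mean inhibition across replicates of 60% or more, whatever share of single replicates reaches that level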; note: values of inactives mirror those of a sister screen read the other way
KKLEB tox – counter-screen for CF NF-kB inhibitors: cytotoxicity | AID 602141 | KKLEB CF airway cells viability, ATPlite luminescence, overnight; active compounds read low; cells stimulated with P. aeruginosa culture filtrate | 360,000 compounds, 0.36% hits | activity change (cytotoxicity), % at 5 µM;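 active = corrected activity change at or below -50% at 5 µM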
HIF-2a block – blocks HIF-2a reporter activity; 786-0 RCC cells HIF-2a reporter, luciferase luminescence, overnight; inhibition, % at 18.8 µM; 360,000 compounds, 0.72% hits; AID 624352;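 active = inhibition of the luminescence signal of 40% or more relative to plate controls, in a single-dose primary screen at 18.75 µM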
TROY signal inh – inhibitors of TROY-dependent NF-kB signaling | Q293 LMP1-TROYcd NF-kB luciferase reporter, 4 h | inhibition, % at 10 µM | 360,000 compounds, 0.98% hits | AID 1347056;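 active = compounds whose plate-normalised and pattern-corrected inhibition of the luciferase reporter signal at the single screening dose is 50% or more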
TWEAK-Fn14 inh – TWEAK-Fn14 signaling inhibition; TWEAK-stimulated Fn14 reporter cells, luciferase luminescence, 8 h; inhibition, % at 10 µM; 360,000 compounds, 2% hits; in the data active = inhibition above about 50%
CF NFkB inh – inhibitors of cystic fibrosis induced NF-kB | inhibition, % at 5 µM | KKLEB NF-kB-GFP reporter, PAF-induced, GFP fluorescence overnight | AID 588850 | 360,000 compounds, 0.86% hits;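 active = at least 50% inhibition at 5 µM, scaled per plate between neutral and stimulator controls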;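 note: PAF is a Pseudomonas aeruginosa culture filtrate used as stimulus; plate controls were PAF-stimulated DMSO wells for no effect and unstimulated DMSO wells for full effect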
An asterisk follows results filed as active; x = no result given. Some of the compounds tested, so the mix of outcomes need not match the whole.

SMILES | Shn3 3UTR inh | TRAIL sens C8 | NR2E3 ag-1 | NR2E3 ag-2 | Peg3 prom inh | MITF TRPM1 inh | KKLEB tox | HIF-2a block | TROY signal inh | TWEAK-Fn14 inh | CF NFkB inh
CCOC(=O)Cn1nc(C)cc1NC(=O)c1cc(OC)c(OC)c(OC)c1 | 6 | -3 | -12 | 0 | 7 | 3 | 11 | 18 | -7 | -5 | -31
Nc1nnc(SCCN2C(=O)c3ccccc3C2=O)s1 | 8 | 3 | -17 | -3 | 12 | 9 | -14 | 10 | -16 | 12 | -23
O=C(c1ccccc1)N1C(=O)C(c2ccccc2)Oc2ccccc21 (configuration not stated) | 9 | 4 | 8 | 4 | -1 | -1 | 8 | 11 | 18 | 42 | 17
COc1ccc2oc(=O)c(C(=O)OCc3ccccc3)cc2c1 | -29 | -22 | 1 | 2 | -62 | -11 | -8 | -15 | -37 | -20 | 15
COCC(=O)N1CCC(Oc2ccc(C(=O)N[C@H](C(=O)OC)C(C)C)cc2)CC1 | -11 | 3 | -7 | 3 | 5 | 2 | 3 | 7 | -6 | -10 | -1
Cc1cc(N2CCN(C)CC2)nc2ccc(NC(=O)CCC(=O)NCCc3ccc(Cl)cc3)cc12 | 24 | 8 | 4 | x | -23 | -9 | 2 | -8 | 2 | 6 | 7
CCn1c(SCC(=O)N/N=C/c2ccc(OC)c(OC)c2)nc2ccccc21 | 26 | 14 | -3 | 1 | -4 | -9 | -13 | -5 | -4 | 10 | 12
CC(=NOC(=O)c1ccc(I)cc1)c1nccs1 | -19 | -6 | -8 | x | -11 | x | 17 | -24 | -6 | -1 | -15
CC(C)c1ccccc1NC(=O)Nc1nnc([C@H]2C[C@H](O)[C@@H](CO)O2)s1 | -23 | 6 | -2 | x | 3 | x | 4 | -1 | -8 | 1 | 9
Cc1cc(C(=O)N/N=C/c2ccncc2)c2ccccc2n1 | -11 | -13 | 3 | -1 | 6 | -5 | 6 | 15 | -4 | 6 | 5
O=C(NCCCCCCNC(=O)c1cccs1)c1cccs1 | 15 | -7 | -25 | -2 | -16 | -5 | 8 | -51 | -9 | -24 | -12
CCOc1ccc(C(=O)NCCN2CCCC2)cc1 | 11 | -2 | 0 | -3 | 12 | -11 | 4 | 7 | 2 | 1 | 0
CC(C)CC(NC(=O)CCC(=O)OCC(=O)[C@@]1(O)CCC2[C@@H]3CCC4=CC(=O)C=C[C@]4(C)C3[C@@H](O)C[C@@]21C)C(=O)O (some centres not stated) | 7 | -3 | -5 | 0 | -3 | -11 | 30 | 24 | 33 | -17 | 83*
COc1ccc(C(=O)Nc2cccc3c2CCCC3)cc1 | -18 | 18 | -31 | 0 | -43 | 0 | -3 | -146 | -9 | 9 | -4
Nc1cc(=O)[nH]c(SCC(=O)NNC(=O)Cc2ccccc2)n1 | -5 | -1 | -21 | 3 | 7 | 2 | 12 | 13 | -12 | -7 | -18
Cc1c(C(=O)OCCOC(C)C)[nH]c2c1C(=O)CC(c1ccco1)C2 (configuration not stated) | 23 | 15 | 9 | 5 | -16 | x | -9 | 6 | 1 | -6 | 46
Cc1ccc(C(=O)NC(=S)NNC(=O)c2ccccc2O)cc1 | 8 | 13 | -19 | -2 | -1 | -5 | 6 | -4 | -6 | 12 | 0
OC1O[C@H](c2ccc3c(c2)OCO3)[C@H]2CO[C@H](c3ccc4c(c3)OCO4)[C@@H]12 (some centres not stated) | -9 | -7 | -25 | 1 | -9 | 7 | 8 | 12 | 5 | -5 | 1
COc1ccc(-c2nnc(NC(=O)C3CCCN3S(=O)(=O)c3cccs3)o2)cc1 (configuration not stated) | -8 | -8 | -13 | -3 | 0 | -4 | -11 | -8 | 19 | 9 | 20
Cc1ccc(C2c3sc(=O)[nH]c3SC3C4CC(C5C(=O)N(C(C)C(=O)O)C(=O)C45)C23)cc1 (configuration not stated) | -2 | 0 | 26 | 0 | 6 | 11 | -1 | 18 | -4 | 2 | -14
C=C(C)c1cccc(C(C)(C)NC(=O)NCc2cccnc2)c1 | 10 | 9 | -9 | -6 | 17 | -5 | -4 | 8 | -2 | 5 | -7
Cn1c(=O)c2ccccc2n(CC(=O)N2CCCc3ccccc32)c1=O | 3 | -10 | 16 | 5 | 8 | 5 | 0 | 14 | 16 | 32 | -2
COCCn1c(SCC(=O)Nc2nnc(C)s2)nnc1-c1ccoc1C | -14 | 7 | -21 | -2 | 6 | 7 | -1 | 9 | -7 | 0 | -4
Cn1c(=O)c2c(nc(SCC(=O)NCC3CCCO3)n2C)n(C)c1=O (configuration not stated) | -4 | 6 | -13 | 3 | 15 | 14 | -10 | 9 | -6 | -9 | 14
CC1CCCCC1NC(=O)COC(=O)c1cccn1C (configuration not stated) | 7 | -9 | 2 | -3 | -23 | -11 | 1 | -27 | -26 | -1 | -14

A second format for some results above.
Screens in order: Shn3 3UTR inh, TRAIL sens C8, NR2E3 ag-1, NR2E3 ag-2, Peg3 prom inh, MITF TRPM1 inh, KKLEB tox, HIF-2a block, TROY signal inh, TWEAK-Fn14 inh, CF NFkB inh
OC1O[C@H](c2ccc3c(c2)OCO3)[C@H]2CO[C@H](c3ccc4c(c3)OCO4)[C@@H]12 (some centres not stated)
→ -9, -7, -25, 1, -9, 7, 8, 12, 5, -5, 1
COc1ccc(-c2nnc(NC(=O)C3CCCN3S(=O)(=O)c3cccs3)o2)cc1 (configuration not stated)
→ -8, -8, -13, -3, 0, -4, -11, -8, 19, 9, 20
Cc1ccc(C2c3sc(=O)[nH]c3SC3C4CC(C5C(=O)N(C(C)C(=O)O)C(=O)C45)C23)cc1 (configuration not stated)
→ -2, 0, 26, 0, 6, 11, -1, 18, -4, 2, -14

(further entries)
SMILES | Shn3 3UTR inh | TRAIL sens C8 | NR2E3 ag-1 | NR2E3 ag-2 | Peg3 prom inh | MITF TRPM1 inh | KKLEB tox | HIF-2a block | TROY signal inh | TWEAK-Fn14 inh | CF NFkB inh
COC(=O)[C@@H](NC(=O)/C=C/c1ccc(OC)cc1)C(C)C | -2 | -1 | -32 | 3 | 1 | -12 | 0 | 4 | -11 | 14 | 4
COc1cc(/C=N/NC(=O)c2cc(-c3ccco3)nc3ccccc23)cc(OC)c1O | 12 | -8 | -43 | 1 | 13 | 1 | 1 | 8 | -4 | -29 | 2
FC(F)(F)c1cc(Cl)c2nc(-c3ccc(Cl)cc3)c(Cc3ccccc3)n2c1 | -26 | 4 | 5 | x | 13 | x | -9 | 7 | 11 | 20 | 21
COc1ccc(N2CCN(C(=O)c3ccc4c(=O)n(Cc5ccc6c(c5)OCO6)c(=O)[nH]c4c3)CC2)cc1 | 2 | 0 | 19 | -1 | 11 | 8 | 14 | 4 | -18 | -27 | -20
COc1ccc(CN2CC(=O)N(c3ccccc3OC)C2=S)cc1OC | 14 | -1 | -10 | -4 | 0 | -7 | -4 | 0 | -22 | -14 | -7
OC1c2cc(Br)ccc2N=C2CCCCCN21 (configuration not stated) | -27 | 9 | -30 | x | -50 | x | -1 | -145 | -33 | -15 | 1
COc1ccc(C(=O)N/C(=C\c2ccc(SC)cc2)C(=O)NCCCn2ccnc2)cc1OC | 7 | -8 | -25 | x | 9 | 3 | -1 | 14 | -16 | 5 | -11
CC1CN(S(=O)(=O)c2ccc(C(=O)N(CCCN(C)C)c3nc4cc5c(cc4s3)OCCO5)cc2)CC(C)O1 (configuration not stated) | -16 | 7 | -5 | 3 | -99 | 1 | -18 | -60 | -39 | -32 | 12
CCCC(=O)NCc1cc(-c2nn(C)c(=O)c3ccccc23)ccc1C | 0 | 5 | 11 | 0 | 10 | 3 | 5 | 8 | 14 | -10 | -11
C[C@@H]1CN([C@@H](C)CO)C(=O)c2cc(-c3ccccc3F)cnc2O[C@H]1CN(C)Cc1cccc(F)c1 | -18 | 0 | -38 | x | 8 | x | 11 | 1 | 5 | -12 | 1
CS(=O)(=O)N1CCC(C(=O)Nc2ccc(C(N)=O)cc2)CC1 | -8 | -12 | -7 | -2 | -2 | 5 | -5 | 13 | 7 | 20 | -9
COc1ccc(S(=O)(=O)Nc2ccc(CC#N)cc2)cc1 | 17 | 1 | -5 | 1 | 14 | 3 | 3 | 17 | 12 | -3 | 8
COc1ccccc1C(=O)Nc1ccc(S(=O)(=O)Nc2nccs2)cc1 | -7 | 4 | -4 | 5 | 2 | x | 6 | -4 | 5 | 6 | -6
CCOC(=O)c1cnc2ccc(C)cc2c1NCCN1CCOCC1 | 13 | 3 | -23 | 3 | 11 | 1 | 13 | -6 | -4 | -41 | -24
Cc1ccc(OCCn2cc(/C=C(\C#N)C(=O)NCC3CCCO3)c3ccccc32)cc1 (configuration not stated) | 27 | -2 | -8 | 1 | -3 | -3 | -10 | -35 | 47 | 2 | -5
COc1cc(C(C)=O)ccc1OCC(O)Cn1nc(C)c(C(C)=O)c1C (configuration not stated) | 9 | -13 | -8 | 3 | 7 | 6 | 1 | 13 | 3 | 1 | -19
COc1ccc(Cl)cc1C(=O)Nc1ccc(S(N)(=O)=O)cc1 | -18 | 8 | 4 | -2 | -3 | 4 | -4 | -10 | -21 | -2 | -28
OCCCNc1ncnc2c1ncn2[C@H]1CN(C2CCCC2)C[C@@H](CO)O1 | 5 | -2 | 0 | x | -18 | x | 4 | 8 | -1 | 3 | -3
C=CCn1c(=O)c2ccccc2n2c(SCC(=O)O)nnc12 | -2 | -12 | -17 | -2 | 11 | 15 | -7 | 5 | -3 | 2 | 6
COc1ccc(C)cc1NC(=O)Cc1c(C(=O)O)n(C)c2ccccc12 | 4 | 2 | -9 | 0 | 0 | 1 | 12 | 8 | 16 | 2 | -21
Cc1cc(NC(=O)c2cc(S(=O)(=O)N3CCCCC3)ccc2C)no1 | 8 | 3 | 6 | x | 14 | 3 | 0 | 10 | -1 | 15 | 9
Cn1c(=O)n(Cc2ccc(F)cc2)c(=O)c2c1nc1n2CCN1Cc1ccco1 | 4 | -2 | -4 | -3 | 29 | 7 | 6 | 27 | -6 | 19 | -1
C/C(CC(=O)NC1CCCC1)=N\NC(=O)Cc1cccs1 | -14 | 10 | 4 | -1 | 19 | 12 | -7 | 23 | -4 | 3 | -6
COc1ccc(C(=O)COC(=O)c2nn(C)cc2Cl)cc1 | -38 | 3 | -21 | 1 | -102 | -40 | -1 | -63 | -71 | 3 | -9
Cc1ccc(Nc2nc(N)c([N+](=O)[O-])c(N3CCOCC3)n2)cc1C | 14 | -2 | 48 | -2 | -9 | -4 | -13 | -12 | -19 | 3 | 11
O=C(CS(=O)(=O)c1ccccc1)Nc1cccnc1 | 5 | -17 | -15 | -1 | 4 | -3 | -2 | 18 | 22 | -17 | 16
CC1CCc2[nH]nc(C(=O)O)c2C1 (configuration not stated) | 7 | -4 | -7 | 1 | 4 | 4 | 1 | 8 | -1 | 2 | -14
COc1ccc(NC(=O)/C(Cl)=C(/Cl)S(=O)Cc2ccc(Cl)cc2)cn1 (configuration not stated) | 96* | -27 | 87* | x | 104* | 94* | -88* | 97* | 90* | 101* | 87*
COC(=O)Cn1c(O)c(N=NC(=O)CNC(=O)c2ccncc2)c2ccccc21 | -5 | -9 | 16 | 1 | -5 | 3 | 2 | 11 | -3 | -5 | 4

Screening data (PubChem)
